SMARCA2 act = SMARCA2 (BRM) function activators, primary screen, cell-based, luminescence, high throughput | activation, % at 9.1 µM | AID 652017, 2013 | MG213 cells, MMTV-luciferase reporter, dexamethasone, overnight | 370,000 tested, 1% active; in the data active means activation above about 7.8%;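 further: 0% = vehicle wells and 100% = reference activator wells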
hcDAF12 agonist = H. contortus DAF-12 nuclear receptor activators, primary screen, cell-based, luminescence, HEK293, lit1-tk-luc reporter. HEK293 hcDAF-12 lit1-tk-luc reporter; 0% DMSO, 100% Δ7-dafachronic acid. activation, % at 6.8 µM. 370,000 tested, 1.4% active. AID 652067, 2013;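 active means activation above the mean of all tested compounds plus 3 SD, cut at about 5.5% in these data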;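 further: 100% = response to 3 µM Δ7-dafachronic acid high control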
GC-B act = human GC-B receptor activators, primary screen, HEK293 GC-B cells, cGMP TR-FRET, EC30 CNP | activation, % at 10 µM | Atrial natriuretic peptide receptor 2 (Homo sapiens), P20594 | 0% at EC30 CNP, 100% saturating CNP | 370,000 tested, 0.11% active;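 active means activation at 10 µM reaching about 35% in either raw or pattern-adjusted values, limit read from the data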
DAX1 inh-1 = DAX1 (NR0B1) inhibitors, primary screen, cell-based, HEK293, Gal4-DAX1, luciferase luminescence; AID 504766, 2011; Nuclear receptor subfamily 0 group B member 1 (Homo sapiens), P51843; inhibition, % at 6.75 µM; HEK293 Gal4-DAX1 luciferase reporter; 340,000 tested, 0.99% active;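 active means inhibition above the mean over all tested compounds plus 3 SD, cut at about 4.2% in these data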;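 further: 0% = DAX1-transfected cells with DMSO and 100% = empty-vector control cells with DMSO; inhibition shows as a rise in luminescence from relieved DAX1 repression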
FXN GAA850 act = FXN promoter activators, primary screen, cell-based, luciferase luminescence, HEK293 lucGAA850. activation, % at 6 µM. HEK293 lucGAA850 FXN promoter luciferase reporter, 24 h; percent of 10 µM SAHA response. 360,000 tested, 0.56% active;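 active means activation above the average of all compounds screened plus 3 SD, cutoff fixed separately per campaign, cut at about 7.5% in these data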;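 further: 0% = DMSO wells and 100% = 10 µM SAHA wells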
ADAM10 inh = human ADAM10 inhibitors, primary screen, biochemical, QFRET, HTS; Disintegrin and metalloproteinase domain-containing protein 10 (Homo sapiens), O14672; recombinant ADAM10, EDANS/DABCYL FRET peptide cleavage, 3 h; inhibition, % at 7 µM; 370,000 tested, 0.62% active; AID 720582, 2013;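 active means inhibition above a per-campaign cutoff equal to the mean of compounds falling between control-based bounds plus 3 SD, cut at about 20% in these data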;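 further: 0% = DMSO wells while the 100% control is not disclosed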
hgDAF12 agonist = H. glycines DAF-12 receptor agonists, primary screen, cell-based, luminescence, HEK293, GAL4 fusion, UAS-luciferase; 370,000 tested, 1.8% active; HEK293 GAL4-hgDAF12 UAS-luciferase reporter, agonist luminescence; normalized to butyrate control; activation, % at 6.8 µM; Nuclear hormone receptor DAF-12 (Heterodera glycines), GAL4 fusion;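 active means activation above a cutoff set at the mean of all screened compounds plus 3 SD, cut at about 10% in these data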;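 further: 0% = DMSO wells and 100% = sodium butyrate wells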
GC-A act = GC-A stimulated cGMP production enhancers – HEK293 GC-A cells, cGMP TR-FRET, EC30 ANP, primary screen; Atrial natriuretic peptide receptor 1 (Homo sapiens), P16066; AID 1671463, 2021; activation, % at 10 µM; 0% at EC30 ANP, 100% saturating ANP; 370,000 tested, 0.14% active; in the data active means activation above about 40%
Target sequence (P16066 whole entry, looked up): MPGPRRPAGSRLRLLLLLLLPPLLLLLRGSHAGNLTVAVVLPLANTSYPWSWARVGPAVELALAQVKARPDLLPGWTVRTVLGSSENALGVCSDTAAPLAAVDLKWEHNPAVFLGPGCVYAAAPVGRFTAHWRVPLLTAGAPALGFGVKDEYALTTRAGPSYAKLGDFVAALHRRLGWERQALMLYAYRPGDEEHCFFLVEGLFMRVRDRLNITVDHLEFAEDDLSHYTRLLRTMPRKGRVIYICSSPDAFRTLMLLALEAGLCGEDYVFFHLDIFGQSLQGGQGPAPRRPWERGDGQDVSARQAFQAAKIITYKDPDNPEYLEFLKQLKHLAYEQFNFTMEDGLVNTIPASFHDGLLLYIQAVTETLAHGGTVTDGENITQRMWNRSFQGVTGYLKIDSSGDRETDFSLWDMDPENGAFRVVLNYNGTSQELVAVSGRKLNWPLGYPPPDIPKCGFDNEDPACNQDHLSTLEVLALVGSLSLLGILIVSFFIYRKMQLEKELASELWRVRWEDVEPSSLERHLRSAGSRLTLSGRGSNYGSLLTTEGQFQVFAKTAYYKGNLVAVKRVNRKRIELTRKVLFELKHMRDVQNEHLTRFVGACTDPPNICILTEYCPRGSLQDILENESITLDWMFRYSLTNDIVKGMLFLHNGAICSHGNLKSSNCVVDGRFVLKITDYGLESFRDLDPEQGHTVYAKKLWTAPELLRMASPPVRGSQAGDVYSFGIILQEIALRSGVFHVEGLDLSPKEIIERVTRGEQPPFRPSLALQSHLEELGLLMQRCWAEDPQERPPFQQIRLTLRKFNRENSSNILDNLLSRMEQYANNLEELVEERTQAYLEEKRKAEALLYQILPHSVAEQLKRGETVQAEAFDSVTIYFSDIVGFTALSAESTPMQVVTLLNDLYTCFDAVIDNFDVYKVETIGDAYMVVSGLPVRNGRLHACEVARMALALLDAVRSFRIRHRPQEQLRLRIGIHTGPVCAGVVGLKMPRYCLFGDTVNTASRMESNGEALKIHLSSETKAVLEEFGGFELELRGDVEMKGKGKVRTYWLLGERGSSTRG
ssDAF-12 act = S. stercoralis DAF-12 nuclear receptor activators, primary screen, cell-based, luminescence, HEK293, GRIP1 co-expression, lit1-tk-luc. Nuclear hormone receptor DAF-12 (Strongyloides stercoralis). HEK293 ssDAF-12/GRIP1 lit1-tk-luc reporter; % of 3 µM dafachronic acid response. activation, % at 6.8 µM. 370,000 tested, 1% active. AID 652126, 2013;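 active means activation above the mean over all tested compounds plus 3 SD, cut at about 0.9% in these data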;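 further: 0% = DMSO-only wells and 100% = 3 µM delta7-dafachronic acid wells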
HGIII-sPLA2 inh = human group III sPLA2 inhibitors, primary screen, biochemical, QFRET, BODIPY PC-A2 liposome substrate. QFRET BODIPY PC-A2 liposome hydrolysis, fluorescence. inhibition, % at 12.2 µM. 370,000 tested, 0.56% active;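 active means inhibition above mean plus 3 SD of compounds lying within the high and low control bounds, cut at about 19% in these data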;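 further: 0% = median of test compound wells and 100% = no enzyme DMSO wells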
DAX1 inh-2 = DAX1 (NR0B1) inhibitors on StAR promoter, primary screen, cell-based, luminescence, SF-1 (NR5A1), full-length DAX-1; HEK293T StAR-luciferase reporter, SF-1/DAX-1 repression relief; 370,000 tested, 1.1% active; AID 652010, 2013; inhibition, % at 6.8 µM;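 active means inhibition above the mean over all tested compounds plus 3 SD, cut at about 3.6% in these data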;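 further: 0% = DAX-1 cells with DMSO and 100% = cells lacking DAX-1 with DMSO; higher inhibition means more luminescence from relief of DAX-1 repression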
* hit, by the source's call; . = no result given.

SMILES	SMARCA2 act	hcDAF12 agonist	GC-B act	DAX1 inh-1	FXN GAA850 act	ADAM10 inh	hgDAF12 agonist	GC-A act	ssDAF-12 act	HGIII-sPLA2 inh	DAX1 inh-2
COc1cc(OC)cc(C(C)c2ccc(-c3ccccc3)cc2)c1 (configuration not stated)	.	-2.0	-9	.	.	-6	-1.7	-1	-1.4	-10	.
Nc1c(-c2ccccc2)nnn1Cc1ccccc1	-1	-0.7	1	0.3	0.9	5	-3.2	5	-0.6	9	0.0
CC(=O)c1cc(-c2ccccc2)n(CC(=O)Nc2ccc(C)c(C)c2)c1C	1	-3.2	-2	1.6	-0.6	5	-0.5	2	-1.4	-4	0.1
Oc1ccc(CN2CCCCC2)nc1-c1ccccc1	-2	0.2	-1	-1.2	1.3	-204	-0.3	-2	-1.3	-4	0.3
CC(C)OCCCn1c(=O)c2ccccc2n2c(CCC(=O)NCc3ccccn3)nnc12	1	-1.6	-2	-0.4	-0.1	5	-2.0	0	-1.4	6	2.8
CC1CCCN(S(=O)(=O)c2ccc(N(C(=O)c3cnccn3)C(C(=O)NC3CCCCC3)c3cccs3)cc2)C1 (configuration not stated)	-2	-4.1	-3	-0.2	2.3	7	-4.1	0	-1.4	-16	-0.4
Cn1ncc(Br)c1C(=O)NC1CCCCCCC1	-4	-1.5	0	0.7	-0.3	-8	0.5	-2	-1.6	8	0.2
COc1ccc(NC(=O)CSc2nc3[nH]ncc3c(=O)n2-c2ccccc2OC)cc1OC	-1	1.9	0	-1.7	0.8	-11	0.9	2	-0.2	7	-0.6
CCc1cccc2c(C(=O)COC(=O)c3cccc(S(=O)(=O)N(C)C4CCCCC4)c3)c[nH]c12	-1	-3.1	3	0.1	1.1	-1	-2.4	0	-1.1	1	-0.5
CC(C)(C)c1ccc(COn2c(=O)c(-c3ccco3)[n+]([O-])c3ccccc32)cc1	1	-0.4	-1	0.9	0.7	-14	-1.5	-3	-1.7	3	0.2
COc1cc2c(cc1NCc1ccccn1)oc1ccccc12	2	3.7	-4	-1.0	4.5	-46	7.2	0	-0.5	5	0.7
Cc1cc(C)c2sc(N)nc2c1	-5	-1.8	-5	-0.8	1.2	-7	14*	3	-1.5	4	-1.1
CCC(CO)Oc1cc(NCc2ccccc2)c2ncn(C3CCCC3)c2c1 (configuration not stated)	-1	-1.6	-2	0.4	1.4	-3	-3.5	-2	-1.5	-8	-0.7
COc1cc(/C=N/N=C(\N)c2nonc2N)cc(OC)c1O	3	0.6	-6	4.2*	4.1	0	13*	1	0.4	8	2.5
COc1ccc(C(=O)C2CCCN(Cc3cnc(N4CCOCC4)s3)C2)cc1F (configuration not stated)	-4	-3.1	-2	-2.7	-2.6	10	-5.5	-1	-2.1	-1	-2.0
COc1ccc(NC(=O)Nc2ccccc2)cc1S(=O)(=O)N1CCCCC1	-4	-1.9	8	-0.6	3.2	4	0.7	-1	-2.0	-15	-0.8
Cc1nnc(SCc2ccc(Cl)cc2)n1CC1CCCO1 (configuration not stated)	0	-0.1	-2	1.8	3.4	1	-1.8	-5	-1.4	4	0.9
COc1ccc(NC(=O)C2CCCN2c2ccc(OC)c(OC)c2)cc1OC (configuration not stated)	0	-1.2	7	-1.4	2.1	1	-3.0	-1	-1.0	0	0.2
Cc1cc(OCC(=O)OCC(=O)N2CCc3ccccc3C2)ccc1Cl	3	-1.6	-2	-0.9	-0.6	2	2.4	3	-1.1	-5	0.2
Fc1ccc(C[n+]2csc3ccccc32)cc1	1	5.5	9	-0.7	3.4	14	7.5	4	0.4	-4	0.3
N#C/C(=C(/O)CN1CCOCC1)c1nc2ccccc2s1	0	0.1	2	-0.5	1.9	-6	0.7	2	-0.6	14	0.8
Cc1ccc(S(=O)(=O)N2CCC(Oc3cccc(C(F)(F)F)c3)CC2)cc1	-4	-2.0	2	-0.5	-0.3	4	-2.9	5	-0.7	-2	-0.4
Cc1ccc2cccc(OCC(=O)Nc3ccc(N4CCOCC4)cc3)c2n1	-2	-1.4	-1	-0.8	-1.6	-9	-1.0	1	-1.0	2	-0.9
COc1cccc(-n2c(=O)c3cc(OC)c(OC)cc3n(CC(=O)Nc3cc(C)[nH]n3)c2=O)c1	-1	0.0	4	-1.4	-4.3	-98	3.2	6	-0.7	1	0.7
CC1CCC(NC(=O)c2[nH]c(C(F)(F)F)nc2-c2ccccc2)CC1 (configuration not stated)	-2	-0.9	-4	.	.	-13	-2.5	0	-1.2	2	-0.4
COCCCNC(=O)c1ccc(Cn2c(=O)c3ccccc3n(Cc3ccc(C)cc3)c2=O)cc1	0	0.5	10	-1.7	2.7	-1	2.1	-1	-1.6	-1	-0.4
CCCS(=O)(=O)c1c(S(=O)(=O)CCC)c2c3ccccc3ccn2c1C(N)=O	-4	0.0	-1	1.4	6.0	-29	0.8	2	-1.2	3	0.6
COc1ccccc1NC(=O)c1ccc(CN(c2cc(Cl)ccc2C)S(=O)(=O)c2ccccc2)cc1	-1	0.2	6	-0.1	0.7	4	-1.0	1	-1.4	-5	0.1
CCOc1cc(N2CCOCC2)c(OCC)cc1NC(=O)c1c(-c2ccccc2Cl)noc1C	1	-1.5	8	-1.4	-3.6	-2	-1.5	8	-2.1	4	-2.0
Cc1c(C(=O)CN2CCOCC2)[nH]c2ccccc12	-2	5.1	-1	1.6	3.4	-18	2.5	8	0.3	0	0.1
COc1ccc(OCc2nnc(SCC(=O)N3C(C)CCCC3C)o2)cc1 (configuration not stated)	-2	0.0	10	0.1	2.6	5	2.0	1	-1.3	0	-0.4
Cc1ccc(NC(=O)c2cc(S(=O)(=O)N3CCCCC3)cs2)cc1	-5	-4.2	-6	-2.4	0.3	1	-5.4	-2	-2.1	-10	-2.5
O=C(COC(=O)c1cnccn1)c1ccc(Cl)cc1	-4	-0.4	0	0.9	-0.3	8	0.6	3	-2.1	-2	0.5
O=C1/C(=C\c2ccc(O)c(O)c2)SC(=S)N1Cc1ccccc1	-4	-1.2	-1	0.5	3.8	23*	-1.6	4	-0.8	14	0.3
COC(=O)Cc1ccc(NC(=O)C(c2ccccc2)c2ccccc2)cc1	-3	-2.1	1	-0.7	-0.9	11	-0.3	1	-1.2	-28	0.0
CCc1ccc(-c2cc(C)no2)cc1S(=O)(=O)NCc1ccc(OC)c(OC)c1	0	-1.8	-1	-0.3	-1.8	7	-0.6	-6	-1.0	-3	-0.4
O=C1c2ccc3c4c(ccc(c24)C(=O)N1c1cccc(O)c1)CC3	1	-0.7	-4	0.2	3.0	-15	-1.2	2	-1.2	-5	-0.1
O=C(CSc1nc(N2CCCCC2)nc(N2CCCCC2)n1)c1ccccc1	-1	-0.3	1	-0.3	1.7	-9	0.7	-3	-1.3	-8	0.2
Cc1ccc(C(=O)N2NC(c3ccc(F)cc3)C3C(=O)N(c4ccc(C)cc4)C(=O)C32)cc1 (configuration not stated)	5	0.8	1	2.6	-0.5	-8	-0.5	0	-1.6	-11	-0.5
CN(C)S(=O)(=O)c1ccc(C(=O)N2CCOCC2)cc1	-2	0.3	1	0.9	0.7	1	3.7	7	-1.7	1	-0.1
CC(C)OC(=O)CN1C(=O)C(C)(C)Oc2ccc(C(=O)NC3CC3)cc21	0	0.1	4	0.3	0.1	-7	0.3	0	-1.3	2	-0.8
COCC(=O)N(Cc1ccc(OC)cc1)Cc1nc2ccccc2c(=O)[nH]1	-2	0.0	2	0.0	-2.3	5	2.1	2	-1.1	10	-0.2
O=C(CSc1nc(O)c(Cc2ccccc2F)c(=O)[nH]1)N1CCCCCC1	-1	-1.2	6	-1.3	0.2	-8	0.1	3	-0.8	8	-0.3
CCCN1CNC(=S)N(CCc2ccccc2)C1	-2	0.6	-3	-1.1	2.5	-1	-0.4	-1	-1.0	18	-0.6
Oc1ccc(-c2csc(Nc3ccc4c(c3)OCO4)n2)c(O)c1	6	-0.3	0	0.7	1.7	-28	2.5	1	-1.8	0	-0.6
CN(CC(=O)Nc1ccccc1)CC(=O)Nc1ccccc1Cl	0	1.3	4	0.1	1.0	-12	2.7	2	-0.7	4	0.0
COC(=O)c1cc(S(=O)(=O)NC2CCC(C)CC2)cn1C (configuration not stated)	-2	1.4	1	0.5	0.8	-1	1.0	2	-1.1	-7	-0.2
COC(=O)[C@]12CCCCC=C1N(Cc1ccco1)C(=O)[C@H](CC(=O)NCc1ccc(C)o1)C2	-2	-0.4	-1	.	.	-9	-0.1	-2	-1.2	-10	0.2
O=C1C(=C(c2ccccc2)c2ccccc2)Nc2ccccc21	0	-0.7	-29	-1.0	-1.1	14	-3.4	-19	0.8	-10	-0.1
CCc1c(C)nc(SCC(=O)N2CC(C)OC(C)C2)[nH]c1=O (configuration not stated)	2	-1.0	-2	1.1	0.4	-11	0.4	2	-1.2	12	-0.5
Cn1c2c(c(=O)n(C)c1=O)C(CC(=O)Nc1ccc(F)cc1)C(=O)N2 (configuration not stated)	-1	1.7	-4	0.6	-1.1	-5	-1.2	0	-0.7	7	0.3
COc1ccc(S(=O)(=O)N2CCCCC2)cc1NC(=O)c1cccc(S(=O)(=O)N2CCOCC2)c1	0	-0.3	3	0.5	-1.1	3	0.5	-1	-0.7	-1	0.7
C=CCn1c(NC(=O)c2ccc(C)cc2)c(C#N)sc1=N	-1	2.0	-12	0.3	3.4	-24	-0.8	0	-1.4	11	0.3
COC(=O)c1ccc(-c2noc(CN3CCCCC3c3nccn3C)n2)cc1 (configuration not stated)	0	-1.4	-3	0.0	1.6	0	-3.0	0	-0.3	2	0.2
O=C(COC(=O)Cc1ccccc1F)Nc1ccc2[nH]c(=O)[nH]c2c1	2	-1.0	-3	-0.2	-0.1	-11	2.4	1	-1.2	-4	2.8
CSc1nsc(SC)c1NC(=O)OCc1ccccc1	-1	-0.8	-7	1.2	-2.7	1	4.9	0	-1.0	-2	-1.0
Cc1ccc2nc(-c3ccccn3)c(Nc3ccccc3C)n2c1	-1	-2.8	7	0.6	0.2	-8	-5.8	4	-1.4	27*	-0.2

Compound activity as filed in PubChem.
